High-throughput results deposited in PubChem BioAssay by Sanford-Burnham Center for Chemical Genomics.
GRIN3A LBD mod = NR3A (human) ligand-binding domain modulation | NR3A LBD differential scanning fluorimetry, Tm shift; 0% = protein alone, 100% = glycine-bound protein | Tm shift relative to glycine control, % at 25 µM | hit rate 2.5% among 340,000;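 active = melting temperature shift of at least 10% of the positive control shift, at one fixed dose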
hIAP act = increases human intestinal alkaline phosphatase activity; P09923; purified human IAP, CDP-Star luminescence, 30 min; active compounds read high; 1 = vehicle-only enzyme, 0 = enzyme-free background; activation factor at 10 µM; hit rate 0.16% among 330,000; AID 2524;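 active = activation factor of the enzyme at least 2-fold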; also: the source names both 10 and 20 µM as test concentration; values of inactives mirror those of a sister screen read the other way
SENP8 inh = blocks human SENP8 cleavage of Nedd8 substrate | Q96LD8 | recombinant SENP8, Nedd8 substrate fluorescence | inhibition, % at 20 µM | hit rate 0.64% among 360,000; in the data active = inhibition mostly above about 40%, no sharp cut-off; inactive = mostly below about 27%
Target sequence (Q96LD8 whole entry, looked up): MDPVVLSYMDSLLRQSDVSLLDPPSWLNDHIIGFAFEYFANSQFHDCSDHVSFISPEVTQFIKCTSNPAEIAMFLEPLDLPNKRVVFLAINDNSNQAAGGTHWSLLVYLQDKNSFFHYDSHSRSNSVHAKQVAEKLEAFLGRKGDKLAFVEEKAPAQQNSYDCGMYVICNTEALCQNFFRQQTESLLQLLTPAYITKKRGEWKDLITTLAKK
SENP1 FRET inh = inhibitors of human SENP1 SUMO protease catalytic domain. Q9P0U3. recombinant SENP1 catalytic domain, CyPet-SUMO1-YPet FRET cleavage. inhibition, % at 10 µM. hit rate 0.21% among 360,000;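 active = inhibition at least 30% at 10 µM, raw YFP signal under a set limit, fluorescence ratio 0.5 to 1.5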;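 also: 0% = enzyme with DMSO and 100% = no enzyme wells; some results filed as inactive read as strong as hits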
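system = hSENP1 catalytic domain, recombinant | reagent = SFCypet-SUMO1-SFYpet substrate at 25 nM | doses = one dose per compound, 10 µM, 0.5% DMSO | incubation = enzyme reaction for 50 min at room temperature, dark | measured by = FRET, CFP and YFP emission | controls = no-enzyme low, enzyme-DMSO high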
SENP6 inh = inhibitors of human SENP6 protease | Recombinant SENP6 catalytic domain, aminoluciferin luminescence | hit rate 1.8% among 330,000 | inhibition, % at 10 µM | AID 2599 | Q9GZR1;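 active = inhibition above about 50% at the single tested dose, limit read from the data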;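 also: plate controls were DMSO wells with enzyme for no effect and DMSO wells lacking enzyme for full effect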
Target sequence (Q9GZR1 628-1112 limits assumed): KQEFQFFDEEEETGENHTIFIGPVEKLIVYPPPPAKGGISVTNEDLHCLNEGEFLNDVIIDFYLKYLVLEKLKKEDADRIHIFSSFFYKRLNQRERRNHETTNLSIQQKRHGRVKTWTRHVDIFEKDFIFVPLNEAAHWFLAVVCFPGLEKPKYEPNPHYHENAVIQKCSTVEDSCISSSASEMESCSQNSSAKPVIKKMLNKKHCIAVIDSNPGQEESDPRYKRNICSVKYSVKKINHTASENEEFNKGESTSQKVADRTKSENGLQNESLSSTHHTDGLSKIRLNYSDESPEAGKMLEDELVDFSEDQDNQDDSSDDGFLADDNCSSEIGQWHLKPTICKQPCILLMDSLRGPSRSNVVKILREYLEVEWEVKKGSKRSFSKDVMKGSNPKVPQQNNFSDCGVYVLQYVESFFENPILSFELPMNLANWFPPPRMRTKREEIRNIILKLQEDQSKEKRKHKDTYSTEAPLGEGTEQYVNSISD
MPTP inh = blocks calcium-induced mitochondrial swelling | isolated mouse mitochondria, Ca2+ swelling absorbance, 30 min | inhibition, % at 10 µM | hit rate 1.4% among 360,000 | AID 602449;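 active = inhibition of 50% or more, scaled per plate between neutral and stimulator controls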;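 also: 0% = DMSO wells given calcium and 100% = 1 mM EGTA wells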
ATG4B inhibitor = inhibitors of human ATG4B cysteine protease; ATG4B cleavage of LC3-PLA2, NBD-HPC fluorescence, 1 h; inhibition, % at 8.33 µM; hit rate 0.51% among 340,000; AID 504462; in the data active = inhibition above about 40%
Target sequence (Q9Y4P1 whole entry, looked up): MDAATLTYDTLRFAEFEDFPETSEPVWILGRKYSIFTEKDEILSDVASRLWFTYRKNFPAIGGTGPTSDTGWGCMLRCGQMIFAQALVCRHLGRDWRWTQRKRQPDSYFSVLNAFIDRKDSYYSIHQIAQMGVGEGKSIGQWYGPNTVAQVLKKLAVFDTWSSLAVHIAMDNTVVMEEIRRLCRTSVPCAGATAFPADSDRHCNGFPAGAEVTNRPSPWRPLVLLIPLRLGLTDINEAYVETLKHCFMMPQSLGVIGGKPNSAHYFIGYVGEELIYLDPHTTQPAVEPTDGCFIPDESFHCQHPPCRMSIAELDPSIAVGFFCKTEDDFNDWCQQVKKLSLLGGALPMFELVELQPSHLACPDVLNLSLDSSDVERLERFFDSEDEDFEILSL
PfG6PD inh = PfG6PD (Plasmodium falciparum) enzyme inhibition; hit rate 0.78% among 350,000; inhibition, % at 20 µM; PfGluPho enzyme, NADPH resazurin-diaphorase fluorescence;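 active = inhibition reaching at least a set limit at 20 µM in the primary screen, cut at about 59% in these data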;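 also: 0% = DMSO wells with substrate and 100% = DMSO wells lacking glucose-6-phosphate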
* marks the source's active call; other numbers are inactive results; . = no result given.

SMILES | GRIN3A LBD mod | hIAP act | SENP8 inh | SENP1 FRET inh | SENP6 inh | MPTP inh | ATG4B inhibitor | PfG6PD inh
Cc1nc(-c2ccc(S(=O)(=O)NCc3ccccn3)s2)cs1 | 4 | 0.9 | -4 | 0 | -4 | 8.1 | 4 | 2
CCOc1ccc(S(=O)(=O)N(CC(=O)NCc2ccncc2)c2ccc(C)cc2)cc1 | 0 | 0.95 | -16 | -3 | 2 | 0.8 | -3 | 5
Cc1ccc(-n2c(-c3ccccc3)c[n+]3c2CCC3)cc1 | 1 | 1.2 | 9 | 1 | 11 | -0.6 | -4 | -4
Cn1cccc1Cc1nnc(SCC(=O)N2CCCc3ccccc32)n1-c1ccc(F)cc1 | 0 | 0.98 | -11 | -2 | -19 | -2.0 | 5 | 19
COC(=O)[C@]1(Cc2ccccc2)N[C@H](c2ccc(-c3cccc(Cl)c3)cc2)[C@@H]2C(=O)N(C)C(=O)[C@@H]21 | 0 | 0.98 | -11 | -2 | -1 | 1.5 | -9 | 11
CCN(CC)CCNc1cc(C)c(C#N)c2nc3ccccc3n12 | 0 | 1.2 | -421 | -122 | 17 | -0.9 | 2 | 13
Fc1ccc(N2CCN(Cc3nnc(-c4ccccc4)o3)CC2)cc1 | 0 | 1.2 | 10 | 1 | 0 | -1.8 | -3 | -17
CCOc1ccc(S(=O)(=O)c2c[nH]c3ccc(C)cc3c2=O)cc1 | 0 | 0.99 | 6 | 0 | 0 | 0.2 | -1 | -28
CC[C@@H]1C/C=C\Cc2ccccc2[C@H](C(=O)C[C@H](O)CC(C)=O)OC1=O | 0 | 1 | 10 | -1 | 22 | -0.1 | . | 6
O=c1cc(C(F)(F)F)nc(SC/C=C/c2ccccc2)[nH]1 | -6 | 1 | 3 | 1 | 0 | 37 | 17 | -9
COc1cccc(S(=O)(=O)NCC(=O)Nc2ccc(C(C)(C)C)cc2)c1 | -24 | 1.1 | 3 | 1 | -18 | 16 | -16 | 31
CC(NC(=O)C1CCCN(S(=O)(=O)c2cccs2)C1)c1ccccc1 (configuration not stated) | 2 | 1 | 5 | 3 | -3 | 0.5 | 9 | -13
CCN1C/C(=C/c2cccs2)c2nc3ccccc3c(C(=O)O)c2C1 | -2 | 0.96 | -69 | -1 | 12 | -0.6 | -2 | 36
Cc1cc2ccccc2n2c(SCC(=O)NCc3cccs3)nnc12 | 2 | 1 | -5 | 1 | 7 | -0.4 | -11 | 5
COC(=O)c1ccc(NC(=O)C(C)Oc2ccccc2)cc1 (configuration not stated) | 1 | 1 | 24 | 1 | -23 | -0.1 | 0 | 5
COc1ccc(NC(=O)C2=CCN(S(=O)(=O)c3ccccc3)CC2)cc1OC | -1 | 1.1 | 23 | -1 | 0 | 2.1 | -8 | 20
CCN(CC)CCn1c(=N)n(CC(=O)c2ccc(C)cc2)c2ccccc21 | -2 | 1 | 25 | -1 | -12 | -0.3 | 11 | 32
Cc1ccc(C(=O)OCC(=O)Nc2ccc(Cl)cn2)s1 | 0 | 1 | 7 | -2 | -15 | -2.8 | -11 | 4
Cc1ccc(C)c(NC(=O)c2ccc(S(=O)(=O)N(C)CC3CCCO3)cc2)c1 (configuration not stated) | -1 | 0.87 | -1 | 2 | -9 | 0.4 | -12 | 0
CCOC(=O)c1c(C)[nH]c(C(=O)COc2ccc3c(c2)OCO3)c1C | -6 | 0.78 | 20 | 2 | -14 | -0.5 | -8 | 14
CCOc1cccc(C(=O)Nc2nc(-c3ccc(S(=O)(=O)N4CCOCC4)cc3)cs2)c1 | 0 | 1.1 | -32 | 0 | -9 | -1.4 | -18 | 8
COc1cc(CO)cc(Br)c1OCC(=O)Nc1cccc2ccccc12 | 0 | 1 | -31 | 0 | 0 | 0.9 | -2 | -3
O=c1cc(CO)[nH]nc1CO | . | . | 8 | 2 | . | -0.6 | . | -13
O=C(CSc1ncnc2c1nnn2Cc1ccccc1)NC1CCCC1 | 0 | 1 | 9 | 3 | 3 | -1.5 | -11 | 0
O=S(=O)(NC1CCCCC1)c1cccs1 | 1 | 0.92 | 9 | 0 | -10 | -0.8 | -9 | 4
CCN1CCN(c2ccc(S(=O)(=O)N3CCCCC3)cc2NC(=O)c2cccc(NC(C)=O)c2)CC1 | 1 | 0.97 | 15 | -2 | -19 | -0.4 | -2 | -6
O=[N+]([O-])c1ccccc1/C=C/CN1CCCCC1 | 0 | 0.98 | 20 | 3 | -2 | 0.6 | 2 | -8
c1ccc(-c2noc(CSc3nc4ccccc4o3)n2)cc1 | -1 | 0.77 | 7 | 2 | -9 | 3.7 | 12 | -6
O=c1[nH]c2cc3c(cc2cc1CN(CCc1ccccc1)Cc1nnnn1CC1CCCO1)OCO3 (configuration not stated) | 2 | 0.92 | -273 | -24 | -22 | -1.3 | -6 | 5
CCN(C(=O)COC(=O)c1c(NC(C)=O)sc(C)c1C)c1c(N)n(Cc2ccccc2)c(=O)[nH]c1=O | 4 | . | -66 | -1 | . | 0.4 | 3 | -5
CC(=O)c1cc2c(cc1NC(=O)c1cc3nc(C(C)C)cc(C(F)(F)F)n3n1)OCO2 | 0 | 0.96 | -43 | 0 | -21 | 10 | -10 | -1
CCC(Sc1nc2ccc(C)cc2[nH]1)C(=O)O (configuration not stated) | -1 | 0.78 | 10 | 1 | -9 | -0.1 | 8 | -15
CCNC(=O)NC(=O)COC(=O)CCCSc1nc2ccccc2[nH]1 | -1 | 0.76 | 19 | 4 | -9 | 0.1 | 0 | 6
COc1ccc(NCc2ccc([N+](=O)[O-])s2)cc1 | -1 | 0.93 | 30 | 7 | 20 | 1.1 | 1 | 22
COc1ccc(OC)c(N(C(=O)c2snc(C(N)=O)c2N)C(C(=O)NCc2ccccc2)c2ccc(O)cc2)c1 (configuration not stated) | -3 | 0.88 | -308 | -12 | -4 | -0.1 | -7 | -2
CCn1c(C(C)NC(=O)c2cccs2)nc2ccccc21 (configuration not stated) | -1 | 1 | 19 | 3 | -7 | 0.0 | -9 | 8
Cc1noc(NS(=O)(=O)c2ccc(NC(=O)c3cnc4n(c3=O)CCS4)cc2)c1C | 2 | 0.93 | 13 | 2 | -4 | -0.3 | 7 | 8
O=C(NC1CCCC1)C(c1ccccc1)N(Cc1ccccc1)C(=O)c1csnn1 (configuration not stated) | 0 | 1.1 | 12 | -5 | 21 | 0.8 | 5 | 7
Cc1ccc(N2C(=O)CC(Sc3ccccc3C(=O)O)C2=O)cc1C (configuration not stated) | -1 | 0.93 | 14 | 0 | -5 | 0.0 | -6 | -8
CN1C(=O)C(C)(C)c2cc(S(=O)(=O)N3CCCC(C(=O)NCc4ccccc4Cl)C3)ccc21 (configuration not stated) | -2 | 0.94 | 10 | 1 | -19 | 0.1 | -12 | 3
CCN(CC)c1ccc(C2N(C(=O)N3CCOCC3)CCN2S(=O)(=O)c2ccc(C)cc2)cc1 (configuration not stated) | 2 | 0.93 | -11 | 1 | 0 | -1.7 | 9 | 8
COc1ccc(NC(=O)C2CCCN(S(=O)(=O)c3ccc(C)cc3)C2)cc1OC (configuration not stated) | 1 | 0.89 | 12 | 2 | -8 | 1.4 | -17 | 13
O=C(CCn1c(=O)[nH]c2ccsc2c1=O)N1CCN(Cc2ccc3c(c2)OCO3)CC1 | -2 | 0.95 | 8 | 2 | 13 | 1.4 | 0 | -13
CC(=O)Nc1ccc(OCC[n+]2cccc(C(N)=O)c2)cc1 | 1 | 1.2 | 13 | 3 | -13 | -1.2 | 11 | 21
O=C(CCN(NC(=O)c1ccccc1)C1=NS(=O)(=O)c2ccccc21)NC1CCCCC1 | -2 | 0.98 | 12 | 1 | -12 | 1.4 | -9 | -10
CC1CC(C(F)F)n2nc(C(=O)O)cc2N1 (configuration not stated) | -2 | 1 | 15 | 0 | 3 | -0.9 | -1 | -3
CC(Sc1nc2c(c(=O)[nH]1)CCCC2)C(=O)Nc1ccc(Br)cn1 (configuration not stated) | -4 | 0.82 | 20 | 3 | 19 | 0.0 | -4 | 20
Cc1cc(C)n(C(=O)CCNC(=O)c2ccccc2Cl)n1 | 4 | 1.1 | 17 | -1 | 10 | 1.0 | -18 | -3

Not a retest: entries from further up.
SMILES | GRIN3A LBD mod | hIAP act | SENP8 inh | SENP1 FRET inh | SENP6 inh | MPTP inh | ATG4B inhibitor | PfG6PD inh
O=C(NC1CCCC1)C(c1ccccc1)N(Cc1ccccc1)C(=O)c1csnn1 (configuration not stated) | 0 | 1.1 | 12 | -5 | 21 | 0.8 | 5 | 7
Cc1ccc(N2C(=O)CC(Sc3ccccc3C(=O)O)C2=O)cc1C (configuration not stated) | -1 | 0.93 | 14 | 0 | -5 | 0.0 | -6 | -8
CN1C(=O)C(C)(C)c2cc(S(=O)(=O)N3CCCC(C(=O)NCc4ccccc4Cl)C3)ccc21 (configuration not stated) | -2 | 0.94 | 10 | 1 | -19 | 0.1 | -12 | 3
CCN(CC)c1ccc(C2N(C(=O)N3CCOCC3)CCN2S(=O)(=O)c2ccc(C)cc2)cc1 (configuration not stated) | 2 | 0.93 | -11 | 1 | 0 | -1.7 | 9 | 8
COc1ccc(NC(=O)C2CCCN(S(=O)(=O)c3ccc(C)cc3)C2)cc1OC (configuration not stated) | 1 | 0.89 | 12 | 2 | -8 | 1.4 | -17 | 13
O=C(CCn1c(=O)[nH]c2ccsc2c1=O)N1CCN(Cc2ccc3c(c2)OCO3)CC1 | -2 | 0.95 | 8 | 2 | 13 | 1.4 | 0 | -13
CC(=O)Nc1ccc(OCC[n+]2cccc(C(N)=O)c2)cc1 | 1 | 1.2 | 13 | 3 | -13 | -1.2 | 11 | 21
O=C(CCN(NC(=O)c1ccccc1)C1=NS(=O)(=O)c2ccccc21)NC1CCCCC1 | -2 | 0.98 | 12 | 1 | -12 | 1.4 | -9 | -10
CC1CC(C(F)F)n2nc(C(=O)O)cc2N1 (configuration not stated) | -2 | 1 | 15 | 0 | 3 | -0.9 | -1 | -3
CC(Sc1nc2c(c(=O)[nH]1)CCCC2)C(=O)Nc1ccc(Br)cn1 (configuration not stated) | -4 | 0.82 | 20 | 3 | 19 | 0.0 | -4 | 20

Next records
SMILES | GRIN3A LBD mod | hIAP act | SENP8 inh | SENP1 FRET inh | SENP6 inh | MPTP inh | ATG4B inhibitor | PfG6PD inh
COc1ccccc1NS(=O)(=O)c1cc2c3c(c1)CCN3C(=O)CC2 | -1 | 0.96 | 9 | -1 | 0 | 0.0 | 1 | -24
CSc1ccc(CNc2ccc(Cl)cc2)cc1 | -9 | 1.2 | 9 | 2 | -19 | 5.3 | 3 | 8
O=C(CSc1ccc(Cl)cc1)NC(=O)NC1CCCC1 | 4 | 0.91 | -3 | 1 | -14 | -0.3 | -11 | 6
CCOc1ccc(CCNC(=O)C2CC(=O)N(Cc3ccc(C)cc3)C2)cc1OCC (configuration not stated) | 0 | 1.1 | 1 | 1 | -5 | -1.1 | 1 | -13
CN(C)S(=O)(=O)Nc1ccc(C(=O)O)cc1 | 1 | 1.1 | 13 | 1 | 5 | 0.8 | -3 | -10
CCCc1cc(NCc2ccccn2)n2nc(C)c(-c3ccccc3)c2n1 | -4 | 1.4 | -445 | 1 | -21 | -1.2 | -8 | 18
Cc1ccc2nc(NC(=O)Cc3cccs3)sc2c1 | -6 | 0.86 | -1 | 0 | 63* | -1.1 | -1 | 5
COc1ccc(CN2C3CCCC2CC(NC(=O)/C=C/c2ccccc2)C3)cc1 (configuration not stated) | -2 | 0.97 | 16 | -2 | 4 | 2.1 | -6 | 3
COCCCNC(=O)[C@H](CSCc1ccccc1)N1Cc2ccccc2C1=O | 0 | 1.1 | 23 | 0 | -8 | 2.3 | -6 | -3
CN(CC(=O)Nc1cccc(C(F)(F)F)c1)Cc1ccccc1 | 0 | 1 | 12 | 0 | 19 | 1.3 | -11 | 19
C/C=C\C(=O)Nc1cccc(C2=NOC3(C2)C[C@@H](C(N)=O)N(C(=O)CC(c2ccccc2)c2ccccc2)C3)c1 (some centres not stated) | -1 | 0.85 | 2 | 0 | -3 | -0.9 | -19 | 9
